Compound activity deposited in PubChem BioAssay by National Center for Advancing Translational Sciences (NCATS).
ATXN viability: reduces viability in counter-screen for ATXN expression inhibitors | S2 cells (HEK-293 line with an ATXN2-luciferase reporter) viability, CellTiter-Fluor protease fluorescence, 24 h | Potency, µM (doses to about 56.7 µM), actives largely listed as cytotoxic | hit rate 0.49% among 400,000 | AID 651635; also: nearly all actives have a fitted effect of over 40% in size
EPAC2 antagonist: blocks human EPAC2 exchange factor | AID 720708 | Q8WZA2 | Potency, µM (top dose mostly 114 µM), for the others: at the top dose activity, negative = inhibition, most hits filed as inhibitors | hit rate 0.18% among 360,000 | EPAC2 GEF exchange of Rap1B-BODIPY-GDP, fluorescence; also: % is scaled to controls: 0 for no effect and ±100 for the full control effect; nearly all actives have a fitted effect of over 45% in size; many of its hits are not listed in these tables
Target sequence (Q8WZA2 whole entry, looked up): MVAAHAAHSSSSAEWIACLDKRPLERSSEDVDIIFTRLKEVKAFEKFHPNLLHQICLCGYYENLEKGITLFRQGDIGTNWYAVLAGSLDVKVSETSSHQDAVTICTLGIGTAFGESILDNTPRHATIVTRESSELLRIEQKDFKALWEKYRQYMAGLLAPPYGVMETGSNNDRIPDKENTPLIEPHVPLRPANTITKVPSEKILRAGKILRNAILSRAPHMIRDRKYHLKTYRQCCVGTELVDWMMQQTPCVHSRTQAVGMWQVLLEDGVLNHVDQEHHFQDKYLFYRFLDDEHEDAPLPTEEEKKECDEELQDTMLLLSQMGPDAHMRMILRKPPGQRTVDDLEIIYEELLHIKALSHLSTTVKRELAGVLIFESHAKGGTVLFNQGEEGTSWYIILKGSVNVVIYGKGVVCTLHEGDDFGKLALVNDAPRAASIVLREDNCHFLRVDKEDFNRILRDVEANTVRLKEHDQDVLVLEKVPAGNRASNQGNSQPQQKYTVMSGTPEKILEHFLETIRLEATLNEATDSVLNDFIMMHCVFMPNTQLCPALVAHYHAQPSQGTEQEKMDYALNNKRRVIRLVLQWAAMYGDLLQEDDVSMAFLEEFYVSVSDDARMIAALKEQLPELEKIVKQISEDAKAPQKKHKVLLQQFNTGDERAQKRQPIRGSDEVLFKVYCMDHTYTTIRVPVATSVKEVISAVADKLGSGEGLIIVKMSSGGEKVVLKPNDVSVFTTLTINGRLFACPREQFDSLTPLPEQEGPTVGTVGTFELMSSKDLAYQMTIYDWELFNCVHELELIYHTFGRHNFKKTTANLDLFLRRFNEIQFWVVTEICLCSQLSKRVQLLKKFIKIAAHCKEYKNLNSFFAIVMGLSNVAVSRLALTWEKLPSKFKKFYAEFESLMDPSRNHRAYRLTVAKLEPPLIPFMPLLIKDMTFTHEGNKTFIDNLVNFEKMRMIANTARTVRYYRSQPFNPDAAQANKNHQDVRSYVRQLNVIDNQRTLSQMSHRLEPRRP
A549 viability: counter-screen for Nrf2 inhibitors: cytotoxicity in A549 cells | Potency, µM (titrated, usually from 46 µM), for the others: top-dose activity change, negative = cytotoxicity, most hits filed as inhibitors | A549 ARE-Fluc cells, CellTiter-Fluor viability, 18-24 h | hit rate 0.16% among 390,000; also: % is scaled to controls: 0 for no effect and ±100 for the full control effect
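Cytotoxicity counterscreen: CellTiter-Fluor fluorescence was measured in A549 ARE_Fluc cells after 18-24 h of compound exposure in a concentration series. The subsequent BugLite luminescent read reports ARE-luciferase activity.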
Nrf2 activator: activators of Nrf2 (ARE) signaling; Potency, µM (series often up to 46.1 µM), for the others: top-dose activation, actives largely listed as activators; hit rate 0.31% among 410,000; AREc32 ARE-luciferase reporter (MCF7-derived line), luminescence, 24 h; also: % of control where 0% means no effect; nearly all actives have a fitted effect of over 65% in size
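Nrf2 activation is followed as ARE-luciferase induction in the AREc32 line after one day of compound treatment; luminescence is read with Steady-Glo.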
Nrf2 inh: inhibitors of Nrf2 signaling. A549 ARE-Fluc reporter, luciferase luminescence, 18-24 h. Potency, µM (series often up to 46 µM), inactives show at the top dose activity change, negative = inhibition, hits mostly inhibitors. hit rate 2.1% among 360,000; also: % is scaled to controls: 0 for no effect and ±100 for the full control effect; nearly all actives have a fitted effect of over 60% in size
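A549 ARE_Fluc cells, 5000/well, 5% FBS OPTI-MEM; compounds in dose-response, 18-24 h at 37 °C/5% CO2; CellTiter-Fluor viability read (Ex 405/Em 525), then BugLite luciferase luminescence = Nrf2 activity.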
TGFb SMAD3 inh: TGF-b pathway inhibition | HepG2 CAGA-GFP TGF-b/SMAD3 reporter, GFP fluorescence, 18 h; TGF-beta stimulated, 500 pg/mL final | Potency, µM (doses to about 46.1 µM), inactives show top-dose activity, negative = inhibition, hits mostly inhibitors | hit rate 1.2% among 410,000 | AID 588855; also: % is scaled to controls: 0 for no effect and ±100 for the full control effect; nearly all actives have a fitted effect of over 65% in size
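Inhibition of TGF-beta-driven CAGA-GFP reporter expression in HEPG2 cells is measured by cellular GFP fluorescence after 18 h stimulation with 500 pg/mL recombinant TGF-beta in 1% FBS medium at 37 degrees C.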
ATXN2 expr inh: ATXN2 expression inhibition | Potency, µM (highest dose often 57 µM), for the others: top-dose activity change, negative = inhibition, most hits filed as inhibitors | HEK-293 ATXN2-luciferase reporter, luminescence, 24 h | hit rate 0.72% among 360,000; also: % is scaled to controls: 0 for no effect and ±100 for the full control effect; nearly all actives have a fitted effect of over 55% in size
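qHTS (up to 57 uM final) was run with 24 h compound exposure of reporter cells at 37 °C. Each well was multiplexed: SteadyGlo luminescence measured ATXN2-luciferase expression after a fluorogenic Gly-Phe-AFC viability readout (25 uM final).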
MCF10A rereplic: induces DNA re-replication in MCF 10a normal breast cells | Potency, µM (highest dose often 46.1 µM), for inactives: at the highest dose activity, positive = re-replication, usual class: activators | hit rate 2.9% among 350,000 | MCF 10A DNA re-replication, Hoechst nuclear intensity, 48 h; also: % of control where 0% means no effect; nearly all actives have a fitted effect of over 50% in size
HepG2 tox: HepG2 cytotoxicity, counter-screen for TGF-b inhibitors; HepG2 CAGA-GFP viability, ATP luminescence, 18 h; Potency, µM (highest dose often 46.1 µM), inactives show at the highest dose activity change, negative = cytotoxicity, hits mostly cytotoxic; hit rate 0.76% among 410,000; AID 588856; also: some results filed as inactive show a strong effect at the top dose
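HepG2 CAGA-GFP cells (1000/well, DMEM with 1% FBS) received compound, then TGF-beta at 500 pg/mL final, and were incubated 18 hours at 37 degrees C. Viability was read by CellTiter-Glo luminescence. Media-only wells were set as complete cell-killing and DMSO as no toxicity.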
Active calls of the source: *; i = inactive; ? = inconclusive; . = not tested or not shown; & = joins results of further samples; [ ] = remark or other dose. Calls follow the shape of the dose curve; as a rule, active = well fitted curve in the direction sought with a large enough effect; inconclusive = small, poorly fitted or top-dose-only effect, or another doubt; inactive = no such curve, though single readings can be large; an effect the other way counts as inactive or inconclusive. Potency is read from the fitted curve at half-maximal effect.

Each structure is followed by: ATXN viability | EPAC2 antagonist | A549 viability | Nrf2 activator | Nrf2 inh | TGFb SMAD3 inh | ATXN2 expr inh | MCF10A rereplic | HepG2 tox
- COc1ccc(-c2cnc3c(c2)C(=O)N([C@H](C)CO)C[C@@H](C)[C@@H](CN(C)C(=O)NC2CCCC2)O3)cc1
→ i | -2.1% | . | 0.1% | . | 12.6% | 6.0% | . | 0.5%
- NC(=O)C1CCN(C2CC(=O)N(c3ccc(F)c(Cl)c3)C2=O)CC1 (stereo not drawn)
→ i | 1.4% | -13.5% | 0.1% | -10.1% | 2.9% | -4.7% | -1.8% | -2.3%
- CCOC(=O)c1[nH]c2ccccc2c1NC(=O)c1ccc(Br)cc1
→ i | . | -0.9% | -0.4% | -4.0%[9.27 µM] | -3.3% | -5.5% | . | -9.1%
- Cn1c(SCC(=O)O)nnc1-c1ccc(NC(=O)c2ccc(Cl)c(Cl)c2)cc1
→ i | 4.6% | -5.5% | -0.9% | 1.9% | 11.1% | -13.1% | -15.6% | 0.0%
- Cc1cc(NCCCn2ccnc2)n2nc(C)c(-c3ccccc3)c2n1
→ i | -4.5% | 4.2% | 7.2% | ? | -7.7% | 43.6%[activator] | -0.1% | -25.7%
- Cc1cccc(C(=O)Nc2ccc(C(=O)OCc3cc(=O)n4nc(C5CC5)sc4n3)cc2)c1
→ i | . | 0.3% | -0.3% | . | -18.2% | -0.5% | . | -5.1%
- CCOc1ccc2nc3cc(N=Nc4ccc(N)nc4N)ccc3c(N)c2c1
→ . | ? | -14.1% | 18.2% | ? | ? | ? | 13.1% | 14.1µM*
- Cc1cc2c(cc1S(=O)(=O)CCC(=O)N(C)Cc1ccccc1)OCC(=O)N2
→ i | -1.7% | 2.5%&-0.5% | 0.0%&-1.8% | ? | 2.6%&12.4% | -9.8%&3.4% | 13.0% | -17.5%&-9.1%
- CCn1cc(S(=O)(=O)Nc2ccccc2C(F)(F)F)cn1
→ i | 4.5% | 11.3% | 1.9% | ? | -6.3% | -20.2%[11.3 µM] | -1.3% | 5.2%
- CC(=O)Oc1ccc2oc(=O)c3c(c2c1)CCCN3C(=O)CN1CCN(c2ncccn2)CC1
→ ? | 10.1% | -1.9% | 3.8% | 10.5% | -1.4% | -0.2% | -0.5% | -1.1%
- COc1ccc(NC(=O)NC(C)c2ccncc2)cc1OC (stereo not drawn)
→ i | -2.0% | -1.3%[1.84 µM] | -0.8% | 8.9% | -6.0% | -5.4% | -8.2% | -8.3%
- CCc1ccc(OC2(C)CCN(Cc3ccc(SC)cc3)C2)cc1 (stereo not drawn)
→ i | 0.1% | . | 0.0%[9.22 µM] | . | -18.8% | -9.9% | . | -31.7%
- CCCCN1C(=O)c2[nH]nc(-c3ccccc3O)c2C1c1ccc(OCc2ccccc2)c(OC)c1 (stereo not drawn)
→ . | . | -13.8% | -0.3% | ? | ? | . | . | -38.5%
- CCOC(=O)C1CCN(C(=O)/C(=C/c2ccccc2)NC(=O)c2ccccc2)CC1
→ i | -1.7% | 9.4% | 0.3% | 2.5% | -8.1% | . | 7.7% | -0.7%
- Cc1cc(C(=O)CCC(=O)N2CCN(c3ccccc3O)CC2)c(C)s1
→ i | 2.0% | 1.5% | 2.5% | -15.4% | -21.0% | -25.6% | 6.1% | -9.2%
- CN(Cc1ccccc1)C(=O)COC(=O)c1ccccc1Nc1ccccc1
→ i | -0.5% | 4.5% | -1.4% | -6.9% | 0.2% | -17.2% | 3.5% | -12.5%
- c1ccc(-n2c(Cc3cccnc3)nc3cnccc32)cc1
→ i | -1.2% | -0.2% | -0.5% | -27.2% | 3.2% | 5.5% | 24.8% | 1.2%
- N#Cc1c(-c2cccs2)cc(-c2ccccn2)nc1N
→ i | -1.2% | 0.5% | 7.94µM* | . | -26.0% | 5.0% | ? | -7.2%
- CC1(Cc2ccc(S(C)(=O)=O)cc2)C(=O)Nc2ccc(Cl)cc21 (stereo not drawn)
→ i | -12.3% | . | -0.7%[9.22 µM] | . | 28.6% | 4.8% | . | 3.9%
- CCOc1ccccc1NC(=O)c1ccc(S(=O)(=O)N2CCCCC2)cc1
→ i | -5.2% | 5.1% | -0.5% | -35.2% | -15.6% | -3.7% | -12.4% | 2.2%
- CCOc1ccc(C(=O)Nc2cc(-c3nc4cc(OC)ccc4o3)ccc2C)cc1[N+](=O)[O-]
→ i | . | -6.9% | 7.7% | ? | -0.4% | 81.6%[activator] | . | -7.2%
- Cc1ccccc1Nc1nc(N)nc(CSCC(=O)Nc2cccc(Br)c2)n1
→ i | 3.6% | 3.9% | -0.1% | -18.7% | ? | -11.5% | 15.0% | -19.6%
- CC(=O)c1cc2c(cc1NC(=O)c1cnc(C)cn1)OCO2
→ i | -6.8% | -7.8% | -0.3% | -0.8% | 11.3% | -0.8% | 8.0% | 3.0%
- CCc1cc(=O)oc2cc(C)cc(O)c12
→ . | -4.5% | 3.7% | 2.7% | 10.3% | -4.8% | 0.5% | -1.6% | -10.8%
- Cc1cccc(C)c1NC(=O)C1c2ccccc2Oc2ccccc21
→ i | 12.8% | 2.0% | 0.4% | 17.2% | -5.6% | -5.2% | 2.2% | -5.0%
- Cc1cc(N2CCN(C)CC2)nc2ccc(NC(=O)Nc3ccc(Cl)cc3)cc12
→ i | . | 0.1% | 4.7% | ? | 35.5% | 13.0% | . | -16.4%
- C/C(N)=C(/C#N)C(=O)CSc1nnc(COc2ccccc2Cl)o1
→ ? | 11.0%&-3.2% | 3.2%&-11.1% | 2.4%&0.0% | 2.2%&2.7% | 10.1%&4.4% | ? | 7.0%&0.6% | -31.6%&-14.3%
- O=S1(=O)CCN(CCc2ccccc2)CC1
→ i | -5.4% | . | -1.1% | . | -13.5% | . | . | -28.2%
- CN(C(=O)c1ccc(NC(=O)Cc2ccc(NC(=O)C3CCCN(C(=O)C4CCCCC4)C3)cc2)cc1)C1CCCC1 (stereo not drawn)
→ ? | -10.1% | -4.9% | 3.4% | 4.3% | ? | 10.8% | -0.3% | -7.3%
- Cn1nc(C(F)(F)F)c(-c2ccc(Br)cc2)c1NC(=O)CSCC(=O)O
→ i | -11.2% | 5.1% | 4.3% | 12.5% | 16.0% | 2.0% | -4.9% | -4.8%

(continued)
Each structure is followed by: ATXN viability | EPAC2 antagonist | A549 viability | Nrf2 activator | Nrf2 inh | TGFb SMAD3 inh | ATXN2 expr inh | MCF10A rereplic | HepG2 tox
- Cc1c(C)n(Cc2ccccc2)c2ccc(C(=O)OCCCN(C)C)cc12
→ ? | -14.0% | ? | 15.9% | ? | ? | -31.3% | 20.6µM* | 17.8µM*
- CC(=O)c1ccc(N2CCN(CC(O)COC(c3ccccc3)c3ccccc3)CC2)cc1 (stereo not drawn)
→ ? | ? | 2.3% | 8.1% | -9.2% | ? | ? | ? | -30.2%
- Nc1nnc(SCC(=O)Nc2cccc3ccccc23)s1
→ i | -6.5% | -0.7% | 3.7% | -2.0% | 4.5% | 5.7% | ? | 7.2%
- COCCCNC(=O)C(=O)NC1CCCCCC1
→ i | -3.2% | 12.3% | 0.4% | 21.5% | 0.2% | 14.1% | 4.8% | -7.1%
- Cc1ccccc1NC(=O)Nc1ccc(C(F)(F)F)cc1
→ i | -6.6% | -18.3% | 2.6% | ? | -23.1% | 37.7% | ? | -19.4%
- Cn1c(=O)cc(N2CCCCC2)[nH]c1=O
→ i | 3.2% | 2.2% | -0.3% | -26.1% | 3.4% | 6.9% | 2.1% | -4.5%
- O=C(CCN1C(=O)c2ccccc2C1=O)Nc1ccc(S(=O)(=O)NC2=NCCCCC2)cc1
→ i | 4.1% | -7.1% | -1.0% | 8.0% | -2.3% | 4.6% | 1.6% | 7.1%
- CCOC(=O)C1=C(N)OC2=C(C(=O)CC(C)(C)C2)C1c1ccccc1OCC#N (stereo not drawn)
→ i | -2.4% | . | 0.4% | 0.2% | 5.8% | 2.3% | 11.2% | -18.4%
- COc1ccc(/C(C)=N/NC(=O)CNC(=O)C(c2ccccc2)c2ccccc2)c(OC)c1
→ i | -3.6% | -10.8% | 1.8% | -30.1% | -7.5% | 6.4% | 1.2% | -2.5%
- CCOc1ccc(OCC)c(NS(=O)(=O)c2c(C)[nH]c(=O)[nH]c2=O)c1
→ . | . | 3.1% | -1.2% | . | 0.0% | . | . | -16.1%
- Cc1ccc(C2C(C#N)=C(N)N(c3cccnc3)C3=C2C(=O)CCC3)s1 (stereo not drawn)
→ i | 4.1% | 0.1% | 3.4% | 10.1% | -15.2% | -25.4% | 6.4% | 0.9%
- COc1cc(C(=O)Nc2nnc(SCC(=O)NCC3CCCO3)s2)cc(OC)c1OC (stereo not drawn)
→ ? | 4.7% | -4.3% | -0.3% | 2.6% | -7.9% | -4.7% | 3.1% | -10.9%
- COc1ccc(NC(=O)CN2CCc3ccccc3C2)cc1
→ i | 2.2% | 16.1% | 5.1% | ? | -14.8% | . | -2.1% | -5.1%
- Cc1c(C2(O)CCCCC2)[nH]c2ccc(C(F)(F)F)cc12
→ ? | -16.7% | -7.0% | 5.0% | 15.1% | ? | -38.0% | 15.9% | -80.7%
- O=c1oc(-c2ccc([N+](=O)[O-])cc2)nc2ccc(O)cc12
→ i | 1.2% | -1.3% | 10.4% | 5.8% | 9.6% | 3.4% | -12.1% | 2.9%
- CCN(CC)CC(=O)Nc1ccc(C)cc1Br
→ i | 19.9% | 5.4% | 3.6% | . | -17.5% | 7.2% | 1.5% | -51.7%
- CCC(C)(C)NC(=O)Nc1cc(Cl)ccc1OC
→ i | 14.0% | 0.4% | -0.4% | -8.9% | 14.5% | -13.8% | 4.2% | 10.7%
- Cc1cc(NS(=O)(=O)c2ccc(NC(=O)C(CC(C)C)N3C(=O)c4ccccc4C3=O)cc2)nc(C)n1 (stereo not drawn)
→ i | -7.5% | 16.6% | 0.3% | 3.7% | 0.9% | -4.9% | ? | -3.5%

Some of these compounds in order of the EPAC2 antagonist value, largest number first:
structure	EPAC2 antagonist
CCN(CC)CC(=O)Nc1ccc(C)cc1Br	19.9%
Cc1ccc(C2C(C#N)=C(N)N(c3cccnc3)C3=C2C(=O)CCC3)s1 (stereo not drawn)	4.1%
Cc1c(C2(O)CCCCC2)[nH]c2ccc(C(F)(F)F)cc12	-16.7%

This is a subset; the hit share may differ from the screen's.
